From PubChem BioAssay
Mtb BioA inh: blocks M. tuberculosis BioA enzyme activity; AID 602481; inhibition, % at 9.99 µM; purified M. tuberculosis BioA enzyme, plate reader; hit rate 0.096% among 360,000; in the data active = inhibition above about 40%
* hit, by the source's call. This is a subset; the hit share may differ from the screen's.

| SMILES | Mtb BioA inh |
| --- | --- |
| O=C(C[C@@H]1CC[C@@H]2[C@H](COC[C@@H](O)CN2C(=O)C2CCCC2)O1)NCc1ccncc1 | -0.2 |
| O=C(C[C@H]1C[C@H]2c3cc(NC(=O)C4CCC4)ccc3O[C@H]2[C@H](CO)O1)NC1CCCCC1 | -2.5 |
| COc1ccccc1CNC(=O)C[C@H]1C[C@H]2c3cc(NC(=O)CN(C)C)ccc3O[C@H]2[C@H](CO)O1 | -0.9 |
| CN1C(=O)c2cc(NC(=O)Nc3ccc(Cl)cc3)ccc2OC[C@@H]2O[C@H](CC(=O)NCCN3CCCCC3)CC[C@@H]21 | 1.5 |
| O=C(Nc1ccc(F)cc1)N1C[C@H]2[C@@H](c3ccccc31)[C@@H](CO)N2C(=O)Cc1ccccn1 | -4.4 |
| OC[C@@H]1[C@H](c2ccc(C#CC3(O)CCCC3)cc2)[C@H]2CN(Cc3ccncc3)CCCCN12 | -2.8 |
| CCCNC(=O)C[C@H]1CC[C@@H]2[C@H](COC[C@H](O)CN2C(=O)C2CCOCC2)O1 | -3.4 |
| CN(C)CC(=O)N1C[C@@H]2[C@H](c3ccccc31)[C@H](CO)N2C(=O)c1ccccn1 | -5.5 |
| CN1CCN(C(=O)C[C@@H]2CC[C@H]3[C@@H](COC[C@@H](O)CN3Cc3cccc(-c4ccncc4)c3)O2)CC1 | 0.4 |
| C[C@H](CO)N1C[C@H](C)[C@H](CN(C)C(=O)Nc2ccc3c(c2)OCO3)Oc2cc(C3=CCCC3)ccc2S1(=O)=O | -5.5 |
| C[C@H](CO)N1C[C@H](C)[C@@H](CN(C)C(=O)Cc2ccccn2)Oc2ncc(-c3cccc(C(=O)N(C)C)c3)cc2C1=O | 0.2 |
| CN(C)CC(=O)N1CCCCN2[C@@H](CO)[C@H](c3ccc(-c4cccnc4)cc3)[C@@H]2C1 | 0.0 |
| C[C@@H]1CN([C@H](C)CO)C(=O)c2cc(-c3ccc(C#N)cc3)cnc2O[C@@H]1CN(C)CC1CCOCC1 | 4.6 |
| CN1C[C@@H]2[C@H](c3ccccc31)[C@@H](CO)N2C(=O)C1CCOCC1 | 0.8 |
| C[C@@H]1CN([C@@H](C)CO)C(=O)c2cccc(NC(=O)c3cnccn3)c2O[C@H]1CN(C)C(=O)Nc1ccc2c(c1)OCO2 | -2.5 |
| CCNC(=O)C[C@H]1CC[C@@H]2[C@H](COc3ccc(NC(=O)c4ccc(C(F)(F)F)cc4)cc3C(=O)N2C)O1 | 2.0 |
| CO[C@@H]1CN(C)C(=O)c2ccc(NC(=O)Nc3c(C)noc3C)cc2OC[C@H](C)N(C)C[C@@H]1C | -0.8 |
| C[C@H]1CCCCO[C@H](CN(C)S(=O)(=O)c2ccc(Cl)cc2)[C@@H](C)CN([C@@H](C)CO)C(=O)c2cc(NS(=O)(=O)c3ccc(Cl)cc3)ccc2O1 | -3.1 |
| C[C@@H]1CN([C@H](C)CO)C(=O)Cc2cc(NS(=O)(=O)c3cccs3)ccc2O[C@@H]1CN(C)C | 0.3 |
| O=C(NCc1ccccc1)[C@@H]1c2ccccc2C(=O)N(CC23CC4CC(CC(C4)C2)C3)[C@H]1c1ccc(CO)cc1 | -0.1 |
| O=C(N[C@H]1CC[C@@H](CC(=O)N2CCCCC2)O[C@H]1CO)c1ccc2c(c1)OCO2 | 4.9 |
| CCCN(C)C[C@@H]1Oc2ncc(C#Cc3ccc(F)cc3)cc2C(=O)N([C@H](C)CO)C[C@@H]1C | -0.9 |
| Cc1ccc(S(=O)(=O)NCC[C@@H]2CC[C@H](NC(=O)CC3CC3)[C@H](CO)O2)cc1 | -1.2 |
| CCOC(=O)[C@@H]1[C@@H]2NC(=O)N[C@@]1(C)Oc1ccccc12 | -0.9 |
| CO[C@@H]1CN(C)C(=O)c2cc(NC(=O)C3CCC3)ccc2OC[C@@H](C)N(S(=O)(=O)c2ccc(Cl)cc2)C[C@H]1C | 0.2 |
| CO[C@@H]1CN(C)C(=O)c2cc(NC(=O)C3CCOCC3)ccc2OC[C@@H](C)N(C)C[C@H]1C | 1.1 |
| Cc1ccc(-c2ccc([C@@H]3[C@@H](CO)N4CCCCN(S(=O)(=O)c5ccccc5C)C[C@H]34)cc2)cc1 | -3.1 |
| O=C(Nc1ccc2c(c1)[C@@H]1C[C@H](CC(=O)N3CCOCC3)O[C@H](CO)[C@@H]1O2)Nc1ccccc1F | -1.5 |
| O=C(Nc1ccccc1)[C@@H]1[C@@H](CO)[C@@H]2Cn3c(cccc3=O)[C@@H]2N1C(=O)C1CC1 | -1.7 |
| C[C@@H]1CCCCO[C@@H](CN(C)C(=O)CCC(F)(F)F)[C@@H](C)CN([C@@H](C)CO)C(=O)c2cc(N(C)C)ccc2O1 | 1.6 |
| COCC#Cc1cnc2c(c1)C(=O)N([C@@H](C)CO)C[C@H](C)[C@H](CN(C)S(=O)(=O)c1cccc(OC)c1)O2 | 2.8 |
| O=C(C[C@@H]1CC[C@H]2[C@@H](COC[C@@H](O)CN2C(=O)c2ccc(F)cc2)O1)NCc1cccc(F)c1 | -2.4 |
| Cc1noc(C)c1S(=O)(=O)Nc1ccc2c(c1)C(=O)N([C@@H](C)CO)C[C@H](C)[C@@H](CN(C)C(=O)NC(C)C)OCCCC[C@H](C)O2 | -2.1 |
| CNC[C@H]1OCCCC[C@H](C)Oc2ccc(NC(=O)CCCN(C)C)cc2C(=O)N([C@@H](C)CO)C[C@@H]1C | -3.8 |
| CCCC(=O)Nc1ccc2c(c1)OC[C@H](C)N(CCC(F)(F)F)C[C@H](C)[C@H](OC)CN(C)C2=O | 1.9 |
| C/C=C/c1ccc([C@@H]2[C@@H](C#N)N(C(=O)NC3CCCCC3)[C@@H]2CO)cc1 | 3.6 |
| CO[C@H]1CN(C)C(=O)c2cc(NC(=O)C3CCC3)ccc2OC[C@H](C)N(Cc2ccccn2)C[C@@H]1C | 1.8 |
| COCC(=O)Nc1ccc2c(c1)C(=O)N(C)C[C@H](OC)[C@H](C)CN(CCc1ccccc1)[C@@H](C)CO2 | -1.8 |
| O=C(c1ccccn1)N1CC[C@@H]2[C@H]1c1cc(-c3ccc(F)cc3)ccc1N[C@@H]2CO | 5.5 |
| C[C@H]1CN([C@@H](C)CO)C(=O)c2cc(N(C)C)ccc2O[C@@H]1CN(C)Cc1ccc(C(=O)Nc2ccccc2N)cc1 | 0.5 |

Shown as labelled records: entries from further up.
> O=C(c1ccccn1)N1CC[C@@H]2[C@H]1c1cc(-c3ccc(F)cc3)ccc1N[C@@H]2CO
  Mtb BioA inh: 5.5

> C[C@H]1CN([C@@H](C)CO)C(=O)c2cc(N(C)C)ccc2O[C@@H]1CN(C)Cc1ccc(C(=O)Nc2ccccc2N)cc1
  Mtb BioA inh: 0.5

Part of the list above, field by field.
Cc1noc(C)c1S(=O)(=O)Nc1ccc2c(c1)C(=O)N([C@@H](C)CO)C[C@H](C)[C@@H](CN(C)C(=O)NC(C)C)OCCCC[C@H](C)O2
  Mtb BioA inh: -2.1

CCCC(=O)Nc1ccc2c(c1)OC[C@H](C)N(CCC(F)(F)F)C[C@H](C)[C@H](OC)CN(C)C2=O
  Mtb BioA inh: 1.9

CO[C@H]1CN(C)C(=O)c2cc(NC(=O)C3CCC3)ccc2OC[C@H](C)N(Cc2ccccn2)C[C@@H]1C
  Mtb BioA inh: 1.8

C[C@H]1CN([C@@H](C)CO)C(=O)c2cc(N(C)C)ccc2O[C@@H]1CN(C)Cc1ccc(C(=O)Nc2ccccc2N)cc1
  Mtb BioA inh: 0.5

Next section.
| SMILES | Mtb BioA inh |
| --- | --- |
| Cc1noc(C)c1NC(=O)Nc1ccc2c(c1)C(=O)N([C@@H](C)CO)C[C@H](C)[C@H](CN(C)C(=O)Nc1ccc(C(F)(F)F)cc1)O2 | 2.5 |
| C[C@@H]1CN([C@H](C)CO)C(=O)c2cc(NC(=O)CCC(F)(F)F)ccc2O[C@@H]1CN(C)CC1CC1 | -2.8 |
| COc1ccc(S(=O)(=O)N(C)C[C@H]2OCCCC[C@@H](C)Oc3ccc(N(C)C)cc3C(=O)N([C@H](C)CO)C[C@H]2C)cc1 | 1.7 |
| COc1ccc(NC(=O)N2CCCCN3[C@H](CO)[C@@H](c4ccc(-c5ccccc5C)cc4)[C@H]3C2)cc1 | -0.8 |
| COc1ccccc1-c1ccc2c(c1)O[C@H](CN(C)CC1CCOCC1)[C@H](C)CN([C@H](C)CO)S2(=O)=O | -2.8 |
| COc1ccc(NC(=O)Nc2cccc3c2O[C@@H](CN(C)S(=O)(=O)c2ccc(C)cc2)[C@H](C)CN([C@H](C)CO)C3=O)cc1 | -3.5 |
| C[C@@H]1CN([C@@H](C)CO)C(=O)CCCn2cc(nn2)CO[C@@H]1CN(C)C(=O)NC1CCCCC1 | 0.1 |
| CCCC#Cc1cnc2c(c1)C(=O)N([C@H](C)CO)C[C@@H](C)[C@@H](CN(C)C(=O)C1CCOCC1)O2 | -1.6 |
| COc1ccccc1CN(C)C[C@H]1OCc2cn(nn2)CCCC(=O)N([C@@H](C)CO)C[C@H]1C | -1.4 |
| CNC[C@H]1Oc2ccc(NS(=O)(=O)c3ccc(F)cc3)cc2C(=O)N([C@@H](C)CO)C[C@H]1C | 0.7 |
| C[C@H]1CN([C@@H](C)CO)C(=O)c2cccc(NC(=O)c3ccc(-c4nccs4)cc3)c2O[C@@H]1CN(C)Cc1ccc2c(c1)OCO2 | -1.0 |
| C[C@@H]1CN([C@H](C)CO)C(=O)Cc2cc(N(C)C)ccc2O[C@@H]1CN(C)Cc1ccc(Cl)c(Cl)c1 | 11.2 |
| COc1ccc(S(=O)(=O)N(C)C[C@H]2OCCCC[C@H](C)Oc3ccc(NC(=O)Nc4ccc(C(F)(F)F)cc4)cc3C(=O)N([C@H](C)CO)C[C@H]2C)cc1 | -1.8 |
| O=C(N[C@@H]1CC[C@H](CCn2cc(-c3ccccn3)nn2)O[C@H]1CO)c1ccc(F)cc1 | 1.8 |
| O=C(C[C@H]1C[C@@H]2c3cc(NC(=O)C4CCOCC4)ccc3O[C@@H]2[C@@H](CO)O1)NCc1ccccc1F | 1.5 |
| C[C@H](NC(=O)C[C@@H]1C=C[C@H](NC(=O)c2cccnc2)[C@H](CO)O1)c1ccccc1 | -1.1 |
| C[C@H](CO)N1C[C@H](C)[C@@H](CN(C)Cc2ccccc2)Oc2ccc(N(C)C)cc2CC1=O | 1.2 |
| C[C@H](CO)N1C[C@H](C)[C@H](CN(C)C(=O)Nc2ccc(C(F)(F)F)cc2)Oc2ncc(-c3ccc(C#N)cc3)cc2C1=O | 0.8 |
| CCC(=O)N(C)C[C@@H]1Oc2cc(C#CC3CCCC3)ccc2S(=O)(=O)N([C@H](C)CO)C[C@H]1C | -0.8 |
| CC(C)CC#Cc1cnc2c(c1)C(=O)N([C@@H](C)CO)C[C@H](C)[C@@H](CN(C)S(C)(=O)=O)O2 | -1.2 |
| CC(=O)N1CC[C@@H]2[C@H]1c1cc(C#Cc3cccnc3)ccc1N[C@@H]2CO | 7.4 |
| C[C@H](CO)N1C[C@H](C)[C@@H](CN(C)Cc2ccc(Oc3ccccc3)cc2)Oc2ccc(NS(=O)(=O)c3ccccc3)cc2C1=O | 2.0 |
| Cc1noc(C)c1NC(=O)N(C)C[C@H]1Oc2ccc(NC(=O)Nc3ccc4c(c3)OCO4)cc2CC(=O)N([C@H](C)CO)C[C@H]1C | -1.6 |
| C[C@H]1CN([C@@H](C)CO)C(=O)c2cc(-c3ccccc3F)cnc2O[C@H]1CN(C)C(=O)c1cnccn1 | 0.3 |
| C[C@H]1CN([C@@H](C)CO)C(=O)c2cccc(NS(=O)(=O)c3cccs3)c2O[C@H]1CN(C)Cc1ccncc1 | -1.6 |
| CC(C)NC(=O)N[C@H]1CC[C@H](CC(=O)NCCN2CCCC2)O[C@@H]1CO | 2.7 |
| Cc1ccc(S(=O)(=O)Nc2ccc3c(c2)C(=O)N([C@H](C)CO)C[C@@H](C)[C@@H](CN(C)C(=O)Cc2ccccc2)OCCCC[C@@H](C)O3)cc1 | 3.3 |
| C[C@H](CO)N1C[C@H](C)[C@H](CN(C)Cc2ccncc2)OCCCC[C@H](C)Oc2ccc(NC(=O)c3ccccc3)cc2C1=O | -1.9 |
| C[C@@H]1CN([C@H](C)CO)C(=O)c2cc(C#Cc3ccccc3)cnc2O[C@@H]1CN(C)CC1CCOCC1 | -0.6 |
| CCCC#Cc1ccc2c(c1)O[C@@H](CN(C)C(=O)c1ccccc1)[C@H](C)CN([C@@H](C)CO)S2(=O)=O | -0.2 |
| CC(=O)N1CCCCN2[C@H](C1)[C@H](c1ccc(C#Cc3ccccc3F)cc1)[C@@H]2CO | 0.3 |
| CC(C)NC(=O)N[C@H]1CC[C@H](CCNC(=O)C2CCC2)O[C@H]1CO | -2.1 |
| COc1ccccc1CNC(=O)C[C@H]1CC[C@H]2[C@@H](COC[C@H](O)CN2Cc2ccc3c(c2)OCO3)O1 | 0.2 |
| CC(C)NC(=O)N(C)C[C@@H]1OCCCC[C@H](C)Oc2ccc(NC(=O)C3CCCCC3)cc2C(=O)N([C@@H](C)CO)C[C@H]1C | -0.4 |
| C[C@@H]1CCCCO[C@H](CN(C)C(=O)Nc2ccc(C(F)(F)F)cc2)[C@@H](C)CN([C@@H](C)CO)C(=O)c2cc(NS(=O)(=O)c3ccccc3)ccc2O1 | -1.9 |
| C[C@@H]1CN([C@@H](C)CO)C(=O)c2ccccc2-c2ccccc2CO[C@H]1CN(C)Cc1ccc(C(=O)O)cc1 | -0.7 |
| O=C(Nc1cc(F)ccc1F)N[C@H]1CC[C@@H](CCNC(=O)c2cnccn2)O[C@H]1CO | 5.8 |
| COc1ccc(S(=O)(=O)Nc2ccc3c(c2)CC(=O)N([C@H](C)CO)C[C@@H](C)[C@H](CN(C)C(=O)NC(C)C)O3)cc1 | 4.7 |
| C[C@H](O)C#Cc1ccc2c(c1)O[C@H](CN(C)C(=O)C1CC1)[C@H](C)CN([C@H](C)CO)S2(=O)=O | -2.8 |
| C[C@@H]1CN([C@H](C)CO)C(=O)c2cccc(NC(=O)C3CCCCC3)c2O[C@H]1CN(C)C(=O)Nc1ccccc1 | 0.1 |
| C[C@@H]1CN([C@@H](C)CO)C(=O)c2cc(NC(=O)Cc3ccccc3)ccc2O[C@@H](C)CCCCO[C@@H]1CN(C)C(=O)Nc1cccc2ccccc12 | -0.8 |
| O=C(CN1CCOCC1)NCC[C@H]1CC[C@@H](NC(=O)c2ccc3c(c2)OCO3)[C@@H](CO)O1 | -0.4 |
| CCN1[C@H](C(=O)N(C)C)[C@@H](CO)[C@@H]2Cn3c(ccc(-c4cccc(C(=O)N(C)C)c4)c3=O)[C@@H]21 | 0.5 |
